# INS-1E ATP HTS – preserves ATP levels in cytokine-treated INS-1E cells; INS-1E cytokine-induced death, ATP luminescence, 48 h; normalised: neutral wells 0, positive control 100; protection from cytokine-induced ATP loss, % at 10 µM; actives 0.1% (n = 20,000);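 active = mean replicate protection from cytokine-induced ATP loss at least 50% and at least 75% of replicates each reaching 50%; inconclusive = meets only one of the two criteria, mean or replicate share; inactive = fails both the mean and replicate share criteria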
#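 Assay system – rat INS-1E insulinoma cell line · Quantity – 8000 cells per well · Buffer or medium – RPMI without phenol red, 5% FBS · Schedule – 48 h co-treatment, 10 min post-lysis read · Technique – luminescent ATP assay (CellTiter-Glo)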
# T cruzi intra – inhibitors of intracellular Trypanosoma cruzi; intracellular Trypanosoma cruzi in host cells, plate reader; activity score (inhibition), % at 5.01 µM; actives 4.9% (n = 22,000); in the data active = activity score above about 55%; inconclusive = no clear call, values can overlap the other calls;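 also: parasites and compound incubated about four days before reading; 0% = median of neutral control wells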
# Numbers without * were called inactive; u = inconclusive; x = not tested or not shown.
molecule	T cruzi intra	INS-1E ATP HTS
COc1ccc(S(=O)(=O)Nc2ccc3c(c2)CC(=O)N([C@H](C)CO)C[C@H](C)[C@H](CN(C)CC2CC2)O3)cc1	-25.3	6.5
COc1ccc(S(=O)(=O)Nc2ccc3c(c2)CC(=O)N([C@H](C)CO)C[C@@H](C)[C@H](CN(C)C(=O)NC(C)C)O3)cc1	-14.4	14.9
C[C@@H]1CN([C@@H](C)CO)C(=O)c2cccc(NC(=O)C3CCCCC3)c2O[C@H]1CN(C)C(=O)Nc1ccccc1	1.1	9.2
C[C@H]1CN([C@@H](C)CO)C(=O)c2cc(NC(=O)Nc3cccc4ccccc34)ccc2O[C@H]1CN(C)Cc1ccc2c(c1)OCO2	61.3*	-15.4
C[C@H](CO)N1C[C@H](C)[C@H](CN(C)Cc2ccc(Oc3ccccc3)cc2)Oc2c(NC(=O)c3nc4ccccc4s3)cccc2C1=O	59.2*	-30.8
C[C@H](CO)N1C[C@H](C)[C@H](CN(C)C(=O)Nc2ccc(F)cc2)Oc2ccc(NS(=O)(=O)c3ccc(Cl)cc3)cc2CC1=O	4.3	5.8
C[C@@H]1CN([C@H](C)CO)C(=O)Cc2cc(NC(=O)C3CC3)ccc2O[C@@H]1CN(C)CC1CC1	3.5	-6.3
Cc1noc(C)c1NC(=O)Nc1ccc2c(c1)CC(=O)N([C@@H](C)CO)C[C@H](C)[C@H](CN(C)C(=O)Nc1ccc(C(F)(F)F)cc1)O2	-21.6	-2.9
C[C@@H]1CN([C@@H](C)CO)C(=O)c2cccc(NC(=O)Nc3ccccc3)c2O[C@H]1CN(C)Cc1ccc(Cl)c(Cl)c1	58.9*	-32.2
C[C@H](CO)N1C[C@H](C)[C@H](CN(C)Cc2ccc3c(c2)OCO3)Oc2ccc(NS(=O)(=O)c3ccc(Cl)cc3)cc2C1=O	17.1	x
Cc1ccccc1CN(C)C[C@@H]1OCc2cn(nn2)CCCC(=O)N([C@@H](C)CO)C[C@H]1C	-32.7	x
C[C@@H]1CN([C@H](C)CO)C(=O)c2cccc(NC(=O)C3CC3)c2O[C@@H]1CN(C)Cc1ccc(C(=O)O)cc1	-8.9	-2.9
C[C@H]1CN([C@@H](C)CO)C(=O)c2cccc(NC(=O)c3cnccn3)c2O[C@@H]1CN(C)Cc1ccc(Oc2ccccc2)cc1	38.8	-6.5
C[C@@H]1CN([C@@H](C)CO)C(=O)Cc2cc(NC(=O)Cn3cnnn3)ccc2O[C@@H]1CN(C)S(=O)(=O)c1ccccc1	7.6	0.0
C[C@@H]1CN([C@@H](C)CO)C(=O)c2cccc(NC(=O)C3CCOCC3)c2O[C@@H]1CN(C)C(=O)Nc1ccc(F)cc1	-23.5	10.3
Cc1noc(C)c1S(=O)(=O)N(C)C[C@H]1Oc2c(NS(=O)(=O)c3cn(C)cn3)cccc2C(=O)N([C@H](C)CO)C[C@H]1C	-29.3	3.7
C[C@@H]1CN([C@@H](C)CO)C(=O)c2cc(NC(=O)Cc3cn(C)c4ccccc34)ccc2O[C@@H]1CN(C)C(=O)NC1CCCCC1	-0.7	2.6
Cc1noc(C)c1S(=O)(=O)Nc1ccc2c(c1)C(=O)N([C@H](C)CO)C[C@H](C)[C@H](CN(C)Cc1ccc(Cl)c(Cl)c1)OCCCC[C@@H](C)O2	u	0.1
C[C@@H]1CN([C@H](C)CO)C(=O)Cc2cc(NC(=O)Cc3ccccc3)ccc2O[C@@H]1CN(C)S(=O)(=O)c1cccs1	7.2	4.9
C[C@H]1CN([C@@H](C)CO)C(=O)Cc2cc(NC(=O)Cc3cn(C)c4ccccc34)ccc2O[C@@H]1CN(C)C(=O)Nc1cccc2ccccc12	-4.0	0.6
C[C@@H]1CCCCO[C@H](CN(C)Cc2ccc(C(=O)O)cc2)[C@@H](C)CN([C@H](C)CO)C(=O)c2cc(NC(=O)Nc3ccc4c(c3)OCO4)ccc2O1	-6.8	9.8
C[C@H]1CN([C@@H](C)CO)C(=O)CCCn2cc(nn2)CO[C@@H]1CN(C)C	-13.7	x
C[C@@H]1CN([C@@H](C)CO)C(=O)c2cc(NC(=O)Nc3ccc(F)cc3)ccc2O[C@H]1CN(C)S(=O)(=O)c1ccc(F)cc1	45.9	3.1
CC(C)NC(=O)Nc1ccc2c(c1)C(=O)N([C@@H](C)CO)C[C@@H](C)[C@H](CN(C)S(=O)(=O)c1ccc(Cl)cc1)O2	12.4	-2.7
C[C@H]1CN([C@@H](C)CO)C(=O)c2cccc(NC(=O)NC3CCCCC3)c2O[C@H]1CN(C)CC1CCCCC1	-4.9	-14.4
C[C@@H]1CCCCO[C@H](CN(C)S(=O)(=O)c2cccs2)[C@@H](C)CN([C@H](C)CO)C(=O)c2cc(NC(=O)Nc3cccc4ccccc34)ccc2O1	7.6	-7.1
CC(C)NC(=O)N(C)C[C@@H]1Oc2ccc(N(C)C)cc2C(=O)N([C@H](C)CO)C[C@@H]1C	-18.0	2.6
C[C@@H]1CN([C@@H](C)CO)C(=O)Cc2cc(NC(=O)CCCCCC(=O)Nc3ccccc3N)ccc2O[C@@H]1CN(C)S(=O)(=O)c1cn(C)cn1	-34.2	6.8
C[C@@H]1CN([C@@H](C)CO)C(=O)c2cccc(NC(=O)c3ccc(-c4nccs4)cc3)c2O[C@@H]1CN(C)S(=O)(=O)c1cn(C)cn1	-1.9	7.8
C[C@H](CO)N1C[C@H](C)[C@H](CN(C)C(=O)Nc2ccccc2)Oc2ccc(NC(=O)CCN3CCOCC3)cc2C1=O	-5.6	x
C[C@@H]1CN([C@@H](C)CO)C(=O)Cc2cc(NC(=O)CCN3CCOCC3)ccc2O[C@@H]1CN(C)Cc1ccc(Cl)c(Cl)c1	-11.7	-9.8
C[C@@H]1CN([C@H](C)CO)C(=O)c2cc(NC(=O)C3CCCCC3)ccc2O[C@@H]1CN(C)Cc1ccc2c(c1)OCO2	-12.9	-0.1
CC(C)NC(=O)Nc1ccc2c(c1)CC(=O)N([C@H](C)CO)C[C@@H](C)[C@H](CN(C)CC1CC1)O2	-32.7	6.1
C[C@H](CO)N1C[C@H](C)[C@H](CN(C)C(=O)NC2CCCCC2)Oc2ccc(NC(=O)c3ccncc3)cc2CC1=O	-12.3	-4.7
C[C@@H]1CN([C@@H](C)CO)C(=O)Cc2cc(NC(=O)CCN3CCOCC3)ccc2O[C@@H]1CN(C)Cc1ccc(Oc2ccccc2)cc1	-34.0	7.3
COc1ccc(NC(=O)N(C)C[C@H]2Oc3ccc(NS(=O)(=O)c4ccc(C)cc4)cc3CC(=O)N([C@@H](C)CO)C[C@H]2C)cc1	-2.8	2.2
C[C@H]1CN([C@@H](C)CO)C(=O)c2cc(N(C)C)ccc2O[C@H]1CN(C)C(=O)Nc1cccc2ccccc12	-10.1	7.1
C[C@H](CO)N1C[C@H](C)[C@@H](CN(C)C(=O)Nc2ccc(C(F)(F)F)cc2)Oc2c(NS(C)(=O)=O)cccc2C1=O	-15.3	2.8
C[C@@H]1CCCCO[C@H](CN(C)CC2CC2)[C@@H](C)CN([C@H](C)CO)C(=O)c2cc(NC(=O)Nc3cccc4ccccc34)ccc2O1	15.6	4.3
C[C@@H]1CN([C@@H](C)CO)C(=O)CCCn2cc(nn2)CO[C@@H]1CN(C)S(=O)(=O)c1cccs1	-5.2	x
COc1ccc(S(=O)(=O)Nc2ccc3c(c2)C(=O)N([C@@H](C)CO)C[C@@H](C)[C@H](CN(C)C(=O)Nc2cccc4ccccc24)O3)cc1	-14.4	-3.1
COc1ccc(NC(=O)Nc2cccc3c2O[C@H](CN(C)C(=O)NC2CCCCC2)[C@@H](C)CN([C@H](C)CO)C3=O)cc1	9.1	16.4
C[C@@H]1CN([C@H](C)CO)C(=O)c2cccc(NC(=O)c3ccc(-c4nccs4)cc3)c2O[C@@H]1CN(C)C(=O)Nc1cccc2ccccc12	3.1	-6.6
C[C@@H]1CN([C@H](C)CO)C(=O)c2cc(NC(=O)c3ccncc3)ccc2O[C@@H]1CN(C)S(=O)(=O)c1cccs1	-13.5	3.9
Cc1noc(C)c1NC(=O)N(C)C[C@H]1Oc2c(NS(C)(=O)=O)cccc2C(=O)N([C@@H](C)CO)C[C@@H]1C	-15.6	5.2
C[C@H]1CN([C@@H](C)CO)C(=O)CCCn2nncc2CO[C@H]1CN(C)Cc1ccc(Oc2ccccc2)cc1	-13.9	x
C[C@@H]1CN([C@H](C)CO)C(=O)c2cc(NC(=O)CCN3CCOCC3)ccc2O[C@H]1CN(C)C(=O)Nc1ccccc1	-13.7	-0.5
COc1ccc(S(=O)(=O)N(C)C[C@@H]2Oc3ccc(NC(=O)Nc4ccc(F)cc4)cc3CC(=O)N([C@@H](C)CO)C[C@@H]2C)cc1	-2.0	4.2
C[C@@H]1CN([C@H](C)CO)C(=O)Cc2cc(NC(=O)CCC(F)(F)F)ccc2O[C@@H]1CN(C)Cc1ccccc1	16.2	-0.9
C[C@@H]1CN([C@H](C)CO)C(=O)Cc2cc(NS(=O)(=O)c3ccccc3)ccc2O[C@@H]1CN(C)S(=O)(=O)c1ccc(Cl)cc1	68.2*	0.5
Cc1ccc(S(=O)(=O)N(C)C[C@H]2Oc3c(NC(=O)C4CCOCC4)cccc3C(=O)N([C@H](C)CO)C[C@H]2C)cc1	-8.9	7.9
C[C@H](CO)N1C[C@H](C)[C@H](CN(C)S(=O)(=O)c2ccc(F)cc2)Oc2ncc(C#CCN(C)C)cc2C1=O	15.3	x
C[C@H]1CN([C@@H](C)CO)C(=O)c2cccc(NS(C)(=O)=O)c2O[C@H]1CN(C)Cc1ccc(Cl)c(Cl)c1	-7.0	-6.0
C[C@H](CO)N1C[C@H](C)[C@H](CN(C)S(=O)(=O)c2cccs2)Oc2ccc(NC(=O)NC3CCCCC3)cc2CC1=O	-6.6	13.9
C[C@H]1CN([C@@H](C)CO)C(=O)c2cccc(NS(=O)(=O)c3ccccc3)c2O[C@@H]1CN(C)C(=O)Nc1ccc(C(F)(F)F)cc1	34.3	5.6
Cc1ccc(S(=O)(=O)N(C)C[C@H]2OCc3cnnn3CCCC(=O)N([C@@H](C)CO)C[C@H]2C)cc1	8.2	x
C[C@@H]1CN([C@@H](C)CO)C(=O)Cc2cc(NC(=O)Cn3cnnn3)ccc2O[C@@H]1CN(C)CC1CCCCC1	8.6	9.2
COc1ccc(S(=O)(=O)N(C)C[C@@H]2Oc3ccc(NC(=O)C4CC4)cc3CC(=O)N([C@@H](C)CO)C[C@@H]2C)cc1	-7.2	6.2
CC(C)NC(=O)N(C)C[C@H]1Oc2c(NC(=O)CCCCCC(=O)Nc3ccccc3N)cccc2C(=O)N([C@@H](C)CO)C[C@@H]1C	6.9	-8.8
C[C@@H]1CN([C@H](C)CO)C(=O)c2cccc(NS(C)(=O)=O)c2O[C@H]1CN(C)CC1CC1	-22.6	4.5

# Three structures out of the list, arranged by SMILES length, descending.
molecule	T cruzi intra	INS-1E ATP HTS
COc1ccc(S(=O)(=O)N(C)C[C@@H]2Oc3ccc(NC(=O)C4CC4)cc3CC(=O)N([C@@H](C)CO)C[C@@H]2C)cc1	-7.2	6.2
C[C@@H]1CN([C@H](C)CO)C(=O)c2cc(NC(=O)CCN3CCOCC3)ccc2O[C@H]1CN(C)C(=O)Nc1ccccc1	-13.7	-0.5
C[C@@H]1CN([C@H](C)CO)C(=O)c2cccc(NS(C)(=O)=O)c2O[C@H]1CN(C)CC1CC1	-22.6	4.5

# Next part
molecule	T cruzi intra	INS-1E ATP HTS
COc1ccc(S(=O)(=O)N(C)C[C@@H]2Oc3ccc(NC(=O)CCC(F)(F)F)cc3C(=O)N([C@H](C)CO)C[C@@H]2C)cc1	2.8	x
C[C@@H]1CCCCO[C@H](CN(C)Cc2ccc(C(F)(F)F)cc2)[C@@H](C)CN([C@H](C)CO)C(=O)c2cc(NC(=O)NC3CCCCC3)ccc2O1	44.4	-14.4
C[C@H]1CN([C@@H](C)CO)C(=O)c2cc(NC(=O)CCCN(C)C)ccc2O[C@@H]1CN(C)Cc1ccc(Cl)c(Cl)c1	-16.5	-6.4
COc1ccc(S(=O)(=O)N(C)C[C@H]2Oc3ccc(NS(=O)(=O)c4ccccc4)cc3CC(=O)N([C@@H](C)CO)C[C@H]2C)cc1	17.6	-0.8
CC(C)NC(=O)N(C)C[C@@H]1Oc2ccc(NC(=O)c3ccncc3)cc2C(=O)N([C@@H](C)CO)C[C@@H]1C	-20.8	-0.8
C[C@H](CO)N1C[C@H](C)[C@H](CN(C)Cc2ccc(Cl)c(Cl)c2)Oc2ccc(NC(=O)c3ccncc3)cc2CC1=O	26.7	1.9
C[C@@H]1CN([C@H](C)CO)C(=O)c2cc(NC(=O)Cc3ccccc3)ccc2O[C@@H]1CN(C)S(=O)(=O)c1cn(C)cn1	5.1	-2.0
O=C(O)CCCCCC(=O)N/N=C/c1cccnc1	-25.3	-7.3
C[C@H]1CN([C@@H](C)CO)C(=O)c2cc(NC(=O)CCN3CCOCC3)ccc2O[C@H]1CN(C)C(=O)Nc1cccc2ccccc12	-5.6	5.4
C[C@H](CO)N1C[C@H](C)[C@H](CN(C)Cc2ccc(-c3ccccc3)cc2)Oc2ccc(NS(=O)(=O)c3ccc(F)cc3)cc2C1=O	18.0	-10.4
C[C@@H]1CCCCO[C@@H](CN(C)S(=O)(=O)c2cccs2)[C@@H](C)CN([C@H](C)CO)C(=O)c2cc(NC(=O)c3ccncc3)ccc2O1	-8.6	-3.2

# Compounds were not picked by outcome; 5.1% or so of the library scored in one or more.
